mcGAS RapidFire – inhibitors of mouse cGAS; Q8C6L5; hit rate 0.18% among 130,000; inhibition, % at 12.5 µM; AID 1259397; recombinant mouse cGAS, cGAMP by RapidFire MS;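 active means inhibition of cGAS enzyme activity at or above 60%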;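 further: enzyme stimulated by 45 bp dsDNA with ATP and GTP substrates; cGAMP share of summed cGAMP plus half ATP and half GTP signals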
Target sequence (Q8C6L5 whole entry, looked up): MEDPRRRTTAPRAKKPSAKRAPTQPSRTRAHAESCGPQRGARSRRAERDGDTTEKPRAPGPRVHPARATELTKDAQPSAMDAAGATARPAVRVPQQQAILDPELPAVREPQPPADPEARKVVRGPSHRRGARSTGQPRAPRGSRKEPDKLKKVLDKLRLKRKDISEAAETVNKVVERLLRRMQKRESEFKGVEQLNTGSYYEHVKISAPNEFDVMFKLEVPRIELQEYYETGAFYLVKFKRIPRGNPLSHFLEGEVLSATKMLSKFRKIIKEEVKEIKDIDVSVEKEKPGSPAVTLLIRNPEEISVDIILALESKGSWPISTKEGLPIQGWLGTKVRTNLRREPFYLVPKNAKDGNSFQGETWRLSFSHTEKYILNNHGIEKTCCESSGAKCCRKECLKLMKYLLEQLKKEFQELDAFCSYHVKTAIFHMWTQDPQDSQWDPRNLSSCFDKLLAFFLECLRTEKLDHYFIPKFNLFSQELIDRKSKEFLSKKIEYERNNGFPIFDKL
Active calls of the source: *; & = joins results of further samples.

SMILES	mcGAS RapidFire
Cc1cccc(N2CCN(S(=O)(=O)c3cccc4nsnc34)CC2)c1	2
O=C(Cc1nc(-c2cncc(Br)c2)n[nH]1)NCc1ccccc1	-1
Clc1ccccc1CSc1nnc2nc[nH]n12	5
Cc1sc2ncn(CC(O)c3ccccc3)c(=O)c2c1C (centres undefined)	-7
CCCCc1nc(Cl)c(CN2CCN(Cc3cccc(F)c3)CC2)[nH]1	-15
CC1Cc2ccccc2N1C(=O)c1cccc(S(=O)(=O)OCC(F)(F)F)c1 (centres undefined)	1
COc1cc(CNC(=O)COC2CCCC2)ccc1O	7
Cc1ccccc1C(NC(=O)c1occc1C)c1ccncc1 (centres undefined)	-22
Cc1ccnc(NCc2ccc(Cl)c(Cl)c2)c1	-5
CC(C)C(C)NC(=O)C1CCN(c2ccnc3cc(F)ccc23)CC1 (centres undefined)	1
Nc1nc2c(s1)C(C1CCOC1)NCC2 (centres undefined)	-11
Cc1nn(-c2ccc(S(C)(=O)=O)cc2)c(C)c1CCC(=O)O	-18
COc1ccc(CN(C)Cc2nc(-c3ccco3)oc2C)c2cccnc12	-7
CCCc1nc2c(c(=O)c3ccccc3n2C)c(=O)n1CCc1ccccc1	-8
CC(=O)N1CCC(C(=O)N2CCCC(Nc3ccccc3)C2)CC1 (centres undefined)	-2
CC(Nc1nc2ncn(Cc3ccccc3)c2c(=O)[nH]1)C(=O)O (centres undefined)	-15
CCCc1nc(C(=O)NC2CC(=O)N(CCc3ccc(F)cc3)C2)cs1 (centres undefined)	-8
COC(=O)c1ccccc1C(=O)N(CCc1ccccc1)CC1CCCN(C)C1 (centres undefined)	-10
O=C(CNCC1CCCCC1)NCc1ccccc1F	-16
CNC(=O)CN1C(=O)NC(c2ccc(C)cc2)(c2ccc(C)cc2)C1=O	-2
Cn1nc2c(c1C(=O)N[C@@H]1c3ccccc3C3(CCNCC3)[C@H]1O)CCCC2	-17
Cn1cc(C(=O)NCC2CCCO2)c2[nH]c(=O)n(-c3ccc(Cl)cc3)c(=O)c21 (centres undefined)	-25
CN(Cc1cnccn1)C(=O)CC1C(=O)NCCN1CCCc1ccccc1 (centres undefined)	-4
Cc1ccc(F)c(S(=O)(=O)NC(=O)C2(C)CCN2C(=O)c2sccc2C)c1 (centres undefined)	-5
CCC1CN(C(=O)C(=O)c2cccnc2)CCC(=O)N1Cc1ccccc1 (centres undefined)	-9
COCC(=O)N(Cc1ccccc1)c1nc2cc(C)cc(C)c2s1	7
CCOc1ccc(S(=O)(=O)N=Nc2c(O)[nH]c3c(Br)cc(F)cc23)cc1	3
NS(=O)(=O)CCCn1nc(Br)nc1Br	-13
CCCN(Cc1cnn(C)c1)C(=O)NCCN1C(=O)CSC1=O	-35
CC(=O)N1CCc2c(sc(NC(=O)c3ccc4ccccc4c3)c2-c2nc3ccccc3s2)C1	-6
O=C(COC(=O)c1cccs1)Nc1ccc(Cl)cc1[N+](=O)[O-]	-7
COC(=O)c1ccc(Cn2nc(C)c3cnn(-c4cccc(Cl)c4)c3c2=O)o1	-7
Cc1nnc(SCCCNC(=O)c2cc(C(C)C)n3ncnc3n2)s1	-6
COc1ccc2n[nH]c(CN3CCN(Cc4cccc(F)c4)CC3)c2c1	-11
CC(C)Oc1ccccc1OCCCCN1CCCCCC1	-4
Cc1ccc2c(c1)c1cccc3c1n2CCN3CCC#N	-36
O=C(C=Cc1ccccc1)N1CCN(S(=O)(=O)C=Cc2ccccc2)CC1	0
NC(=O)c1ccc(S(=O)(=O)N2CCOc3cccc(F)c32)cc1	-7
O=C(NCCN1CCCC(O)C1)c1ccc2nc(Cc3cccc(Cl)c3)oc2c1 (centres undefined)	2
CNC(=O)c1ccc(NC(=O)CCC(=O)c2cccs2)cc1	-4
O=C(NCC(=O)N1CCn2nc(C(=O)Nc3ccccc3)cc2C1)c1ccccc1	1
O=C(CCc1cccs1)NCc1cccnc1N1CCOCC1	-6
COC(=O)[C@@H]1CCCN1Cc1nc(-c2cc(OC)ccc2F)oc1C	5
O=C(NCC(c1ccc(F)cc1)N1CCCC1)c1c[nH]c(=O)[nH]1 (centres undefined)	-24
Cc1ccccc1SC1CCN(C(=O)[C@@H]2C[C@@H](N)CN2)CC1	-9
S=C(NCC1CCCO1)N1CCc2ccccc21 (centres undefined)	-18
CC(NC(=O)NCCc1ccccc1C(F)(F)F)c1nccs1 (centres undefined)	-5
COC(=O)c1c(NC(=O)c2ccco2)sc2c1CCC2	-7
Cn1cnnc1SCc1ccccc1Br	9
CCN1CCCC1CNC(=O)CCC1CCN(Cc2ccc(SC)cc2)CC1 (centres undefined)	-5
CN(C)CCn1ccnc1-c1cc(CN(C)C)cs1	-14
O=C1NCC2(CCCN(C(=O)Cc3cn4ccsc4n3)C2)O1 (centres undefined)	-8
C[C@@H]1C[C@@H](CC(=O)N2CCC3(CC2)CC3C(=O)N2CCN(C3CCCCC3)CC2)NC(=S)N1 (some centres undefined)	4
CCn1ccnc1CN(C)CC1(O)CCCN(CC2CCCCC2)C1=O (centres undefined)	-10
CCOC(=O)c1nn(-c2ccccc2)c(=O)cc1OCc1c(F)cccc1Cl	-7
CCCCCCCCCCC[C@@H](C[C@@H]1OC(=O)[C@H]1CCCCCC)OC(=O)[C@H](CC(C)C)NC=O	1
O=C(Cc1ccccc1)N(CC1CCCO1)c1nc2ccccc2s1 (centres undefined)	0
Clc1ccc(-c2nc(-c3ccncc3)no2)cc1Cl	-21
Cc1nc2nc3ccn(CCO)c(=O)c3c(-c3ccccc3)n2n1	3
C=CC[C@H]1CC(C)=C[C@H](CC=C)N1C(=O)CS(C)(=O)=O	-11
The list goes on.
SMILES	mcGAS RapidFire
CCC(C)N(CC)C(=O)c1cccc(N2CCS(=O)(=O)CC2)c1 (centres undefined)	-8
CCc1nccn1CCC(=O)NC1CCCc2c1cnn2-c1ccc(F)cc1F (centres undefined)	-10&-4
COc1ccccc1CN(C(=O)c1cc(F)c(OC)c(F)c1)C1CC1	-10
CCn1cc(C(=O)N2CCCSC2=Nc2ccccc2)c(=O)c2ccc(C)nc21	7
COC(=O)c1cc2n(n1)CCN(C(=O)CCN1CCCCO1)C2	-8
CCc1oc(C(=O)N(C)Cc2snnc2C)cc1CN1CCCC1	-22
CCc1ccc(NC(=O)c2coc3ccccc23)cc1S(N)(=O)=O	2
Cc1cccc(CC(C(=O)Nc2cccc3ccccc23)c2nn[nH]n2)c1 (centres undefined)	-6
CCCc1n[nH]c(=O)n1Cc1ccc(OC)cc1	-4
Cc1ccsc1[C@@H]1CCN(C(=O)C2=NNC(=O)CC2)C[C@H]1O	-9
COc1ccc(OC)c(C2c3[nH]c4ccccc4c3CCN2CC(=O)Nc2nnc(C)s2)c1 (centres undefined)	1
N#CCSc1n[nH]c(-c2ccccc2Br)n1	-4
Cc1cccn2c(=O)c3cc(C(=O)NC4CC(C)CC(C)(C)C4)sc3nc12 (centres undefined)	-18&-5
O=C(CSc1nnc(-c2cccs2)n1C1CC1)c1cccs1	-10
CC(=O)Nc1ccc(S(=O)(=O)N2CCCCC2C)cc1 (centres undefined)	-7

Random excerpt: seven compounds from above, in no set order.
SMILES	mcGAS RapidFire
CC(=O)Nc1ccc(S(=O)(=O)N2CCCCC2C)cc1 (centres undefined)	-7
O=C(CSc1nnc(-c2cccs2)n1C1CC1)c1cccs1	-10
Cc1cccn2c(=O)c3cc(C(=O)NC4CC(C)CC(C)(C)C4)sc3nc12 (centres undefined)	-18&-5
CCCc1n[nH]c(=O)n1Cc1ccc(OC)cc1	-4
CCn1cc(C(=O)N2CCCSC2=Nc2ccccc2)c(=O)c2ccc(C)nc21	7
CCc1ccc(NC(=O)c2coc3ccccc23)cc1S(N)(=O)=O	2
Cc1ccsc1[C@@H]1CCN(C(=O)C2=NNC(=O)CC2)C[C@H]1O	-9

The listing continues:
SMILES	mcGAS RapidFire
Cc1ccsc1C(=O)NNC(=O)C1CCCC1	-7
Cc1nc(N2CCCC2)ncc1-c1cc(=O)[nH]c(NCc2ccccc2)n1	5
Cc1sc(Br)cc1S(=O)(=O)N(C)CCN(C)C	-13
Cc1cc(OCCCn2cnc3ccccc32)ccc1[N+](=O)[O-]	-2
CCC(C)Nc1nc(OC)nc(Oc2ccc(=O)[nH]n2)n1 (centres undefined)	0
CC(C)(C)c1cc(NC(=O)c2ccc(=O)[nH]c2)n(-c2ccccn2)n1	-4
COc1ccc2c(-c3cccnc3)cc(SCc3ccc(Cl)c(Cl)c3)nc2c1	1
Cc1ccc(C)c(C(C)NC(=O)CN2C(=O)CNC2=O)c1 (centres undefined)	5
Cc1c(C(=O)NCc2cccc([N+](=O)[O-])c2)sc(=O)n1Cc1ccc(Cl)c(Cl)c1	-5
CC(=O)NC1Sc2ccccc2N=C1c1ccc(C)cc1 (centres undefined)	11
N#CC1C(=N)C(C#N)(C#N)C(C2C=CCCC2)C2CCCC=C12 (centres undefined)	15
CCn1nc(C)c(CNCc2c(C(=O)N3CCCCCCC3)nc3sccn23)c1C	-1
O=C(O)c1nc2nc[nH]c2cc1Br	-3
C=C(C)Cn1c(=O)c2c(nc3n2CCN3c2cc(OC)ccc2OC)n(C)c1=O	-5
CCn1cc(C(=O)NC2CCCN(c3ccc(C)cc3)C2=O)cn1 (centres undefined)	-1
Cc1cnc(CCNC(=O)c2ccc(C(F)(F)F)nc2C)s1	-7
O=[N+]([O-])c1cc(S(=O)(=O)Nc2cc(Cl)ccc2-n2cncn2)ccc1Cl	5
Cn1cc(C(=O)N2CCOCC2)c2[nH]c(=O)n(-c3ccc(Cl)cc3)c(=O)c21	-33
C=CC(C1=CC(=O)C(OC)=CC1=O)c1ccc(OC)cc1 (centres undefined)	-12
COC(=O)c1ccccc1C(=O)N1CCCC(CNC(=O)c2ccc(F)cc2)C1 (centres undefined)	-4
Cc1cccc(C)c1NC(=O)CCN1C(=O)CSc2ccccc21	-5
CC(C)(C)c1nnc2sc(SCC(=O)c3ccc4c(c3)OCCO4)nn2c1=O	-3
C=CCN1CCC(NC(=O)NC2CCN(c3ccccc3)C2=O)CC1 (centres undefined)	-6
CCOc1ccc(NC(=S)NCCO)cc1	-1
O=C(C=Cc1ccncc1)c1cccc([N+](=O)[O-])c1	1
Cc1ccc(CNC(C)(C)C)s1	-1
O=C(CN1CCOc2ccccc2C1)N1CCc2nc[nH]c2C1	-11
Cc1noc(C(C)NC(=O)N(CCCO)Cc2ccc(Cl)c(Cl)c2)n1 (centres undefined)	-1
CCN(CC)C(=O)c1ccc[nH]1	0
Cn1cc(C2c3nc[nH]c3CCN2Cc2cccn2-c2nccs2)cn1 (centres undefined)	-11
CCN(CC)C(=O)C1CCCN(CC(=O)Nc2c(C)nn(CC)c2C)C1 (centres undefined)	-8
O=C(c1ccc(Oc2ccccc2)cc1)C1CCCN(C(=O)CCc2cnccn2)C1 (centres undefined)	6
CCOC1CC(NC(=O)Nc2nc(-c3ccccc3)ns2)C12CCC2 (centres undefined)	-6
COc1cc(OC)c(OC)cc1CNC(=O)c1sc2nc3n(c(=O)c2c1C)CCCCC3	-13
O=S(=O)(Nc1ccc(S(=O)(=O)C(F)F)cc1)c1ccccc1Br	-1
C=CCN(C(=O)c1cnc(C(C)C)nc1C)C(C)C	-8
COCCN1CCN(c2nc(C(=O)NCCC(F)(F)F)cs2)C1=O	-5
Cn1ccc(C(=O)NCc2nc(-c3cccc(F)c3)c(-c3ccccn3)[nH]2)n1	-34
CCNC(=O)N1C[C@H]2C(=O)N(CC3CC3)C[C@@]2(C(=O)O)C1	4
OCC(O)[C@@H](O)CO (some centres undefined)	-5
CC(C)(C)C1CCC(=O)[C@](C)(O)C1 (some centres undefined)	-9
COc1ccc(N2C(=O)CCC(C(=O)OCc3cc(C)no3)C2c2ccccc2OC)cc1 (centres undefined)	-7
CC(C)C1CN(c2ncccc2C(=O)N2CCCCC2)CCCN1CC1CC1 (centres undefined)	-13
CC(C)CN(CCC(=O)O)c1nc(-c2ccccc2Cl)nc2ccccc12	-3
Cc1oc(C)c(C(=O)Nc2ccc(NC(=O)C3CC3)cc2)c1C	2&2

A draw from above in order of SMILES length, falling:
SMILES	mcGAS RapidFire
Cn1nc2c(c1C(=O)N[C@@H]1c3ccccc3C3(CCNCC3)[C@H]1O)CCCC2	-17
COC(=O)c1ccccc1C(=O)N(CCc1ccccc1)CC1CCCN(C)C1 (centres undefined)	-10
Cc1cccc(N2CCN(S(=O)(=O)c3cccc4nsnc34)CC2)c1	2
Cc1nnc(SCCCNC(=O)c2cc(C(C)C)n3ncnc3n2)s1	-6
O=C(Cc1ccccc1)N(CC1CCCO1)c1nc2ccccc2s1 (centres undefined)	0
CCN(CC)C(=O)c1ccc[nH]1	0

The list continues:
SMILES	mcGAS RapidFire
O=c1cc(CNC(Cc2ccccc2)c2ccccc2)nc2ccc(Cl)cn12 (centres undefined)	-21
Cc1ccc2oc(=O)n(CCC(=O)N3CCn4cncc4C3)c2c1	-9
COc1cccc(-c2nccn2CC2COc3ccccc3O2)c1OC (centres undefined)	-10
CN(CCCN1C(=O)NC(C)(C)C1=O)Cc1ccc(C(F)(F)F)cc1	-7
O=C(CN1C(=O)C2CC=CCC2C1=O)NC1CCCCC1 (centres undefined)	-3
COCCN1CCCC2(CCN(C/C(C)=C/c3ccco3)C2)C1 (centres undefined)	-1
NC(=O)C(Cc1ccccc1)NC(=O)/C=C/c1c(F)cccc1F (centres undefined)	-9
CCC(Oc1ccccc1)C(=O)N1CCc2c(cnn2-c2ccc(S(C)(=O)=O)cc2)C1 (centres undefined)	-3
CC(NC(=O)C1CCCC1)C(=O)NCCCc1ccc(N(C)C)cc1 (centres undefined)	-5
CC1=NCCN1S(=O)(=O)c1ccc(Cl)c([N+](=O)[O-])c1	2
CC1CN(C(=O)C(=O)NC(c2ccccn2)C(C)C)c2ccccc21 (centres undefined)	-9
Cc1nccn1CCCC(=O)N1CCCC2(CC1)CNC(=O)O2 (centres undefined)	-16

Screens from PubChem.

A portion of the library, so the mix of outcomes need not match the whole.
